# NR5A2 inv ag: LRH-1 (NR5A2) inverse agonists, primary screen, cell-based, luminescence, HEK293T, StAR-luciferase reporter | inhibition, % at 3.6 µM | actives 0.13% (n = 360,000) | Nuclear receptor subfamily 5 group A member 2 (Homo sapiens), O00482 | AID 602396, 2012 | LRH-1 transfected, 24 h;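 active = inhibition above the mean inhibition of all tested compounds plus 3 SD, cut at about 73% in these data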;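 also: 0% = DMSO wells and 100% = reporter-only cells lacking LRH-1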
# Target sequence (O00482 whole entry, looked up): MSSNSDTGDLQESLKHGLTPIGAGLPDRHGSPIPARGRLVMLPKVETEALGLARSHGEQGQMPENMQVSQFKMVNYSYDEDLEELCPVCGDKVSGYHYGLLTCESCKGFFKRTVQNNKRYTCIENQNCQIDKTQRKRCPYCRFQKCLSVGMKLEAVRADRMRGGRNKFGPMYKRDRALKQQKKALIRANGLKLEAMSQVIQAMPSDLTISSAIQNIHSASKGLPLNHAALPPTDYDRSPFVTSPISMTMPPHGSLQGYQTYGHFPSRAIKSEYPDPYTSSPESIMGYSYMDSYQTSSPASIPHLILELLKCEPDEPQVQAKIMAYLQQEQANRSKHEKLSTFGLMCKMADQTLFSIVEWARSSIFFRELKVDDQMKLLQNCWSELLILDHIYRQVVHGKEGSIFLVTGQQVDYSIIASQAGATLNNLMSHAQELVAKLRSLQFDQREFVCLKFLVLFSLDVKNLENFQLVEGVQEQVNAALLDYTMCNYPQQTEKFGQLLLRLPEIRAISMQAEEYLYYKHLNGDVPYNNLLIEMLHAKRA
# SRC1 inh: SRC1 coactivator transcriptional activity inhibitors, primary screen, cell-based, luminescence; inhibition, % at 3.6 µM; actives 0.12% (n = 360,000); Nuclear receptor coactivator 1 (Homo sapiens), Q15788; HEK293 GAL4-SRC1 luciferase reporter; AID 588354, 2011;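 active = inhibition above the campaign mean plus 3 SD, with each screening campaign given its own cutoff, cut at about 60% in these data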;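 also: 0% = DMSO treated cells and 100% = gossypol at 36 µM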
# TWEAK-Fn14 inh: inhibitors of TWEAK-Fn14 signaling, primary screen, luciferase reporter cells, uHTS; TWEAK-stimulated Fn14 reporter cells, luciferase luminescence, 8 h; AID 1159606, 2016; actives 2% (n = 360,000); inhibition, % at 10 µM; in the data active = inhibition above about 50%
# COUP-TFII inh: NR2F2 transcriptional activity inhibitors, primary screen, cell-based, luciferase reporter, HEK293T, luminescence; COUP transcription factor 2 (Homo sapiens), P24468; HEK293T NGFI-A luciferase reporter; inhibition, % at 8.6 µM; actives 0.7% (n = 370,000); AID 686940, 2013;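 active = inhibition above a per-plate cutoff, mean inhibition of test wells between control levels plus 3 SD, cut at about 38% in these data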;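 also: cells cotransfected with COUP-TFII expression vector driving the NGFI-A reporter; 0% = median of COUP-TF2 test wells and 100% = reporter-only cells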
# Target sequence (P24468 whole entry, looked up): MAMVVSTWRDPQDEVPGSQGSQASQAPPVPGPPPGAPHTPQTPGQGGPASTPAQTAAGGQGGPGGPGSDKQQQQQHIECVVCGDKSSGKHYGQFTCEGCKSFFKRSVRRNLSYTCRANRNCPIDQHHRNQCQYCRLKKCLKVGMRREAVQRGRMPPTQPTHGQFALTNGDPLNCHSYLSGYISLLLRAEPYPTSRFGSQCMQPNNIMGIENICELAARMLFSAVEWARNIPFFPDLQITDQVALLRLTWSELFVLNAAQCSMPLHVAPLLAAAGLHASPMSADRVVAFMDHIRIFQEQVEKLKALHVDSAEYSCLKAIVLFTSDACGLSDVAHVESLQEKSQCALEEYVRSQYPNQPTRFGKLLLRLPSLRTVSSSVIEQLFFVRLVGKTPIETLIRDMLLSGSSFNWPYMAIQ
# EBV LMP1 NFkB: EBV LMP1-driven NF-kappaB luciferase reporter inhibitors, primary screen, cell-based, luminescence, single point; actives 0.69% (n = 350,000); inhibition, % at 12.5 µM; AID 504558, 2011; LMP1-induced NF-kappaB luciferase reporter cells; in the data active = inhibition above about 41%;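 also: 0% = neutral control wells and 100% = reference inhibitor control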
# CF NFkB inh: inhibitors of PAF-induced NF-kB signaling, primary screen, cell-based, GFP fluorescence, uHTS; actives 0.86% (n = 360,000); inhibition, % at 5 µM; AID 588850, 2011; KKLEB NF-kB-GFP reporter, GFP fluorescence overnight;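 active = at least 50% inhibition at 5 µM, scaled per plate between neutral and stimulator controls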;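 also: PAF is a Pseudomonas aeruginosa culture filtrate used as stimulus; plate controls were PAF-stimulated DMSO wells for no effect and unstimulated DMSO wells for full effect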
# C8 TRAIL sens: viability loss with TRAIL in NB7+C8 cells, primary screen, TRAIL sensitizer project, cell-based, ATPlite luminescence | inhibition (viability loss, TRAIL sensitization), % at 10 µM | actives 1% (n = 360,000) | AID 624354, 2012;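 active = compounds causing at least 50% loss of cell viability in the single-dose screen, relative to plate controls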
# TROY signal inh: inhibitors of TROY-driven NF-kB signaling, primary screen, Q293 LMP1-TROYcd cells, NF-kB luciferase, uHTS; Q293 LMP1-TROYcd NF-kB luciferase reporter, 4 h; inhibition, % at 10 µM; actives 0.98% (n = 360,000);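 active = compounds whose plate-normalised and pattern-corrected inhibition of the luciferase reporter signal at the single screening dose is 50% or more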
# SRC3 inh: SRC3 coactivator transcriptional activity inhibitors, primary screen, cell-based, luminescence; Nuclear receptor coactivator 3 (Homo sapiens), Q9Y6Q9; HEK293 GAL4-SRC3 luciferase reporter; inhibition, % at 3.6 µM; actives 0.17% (n = 360,000);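 active = inhibition above a per-campaign cutoff, the mean of all compounds plus 3 SD, cut at about 60% in these data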;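 also: 0% = DMSO-treated cells and 100% = gossypol-treated cells at 36 µM; higher means less SRC3-driven luciferase light from the GAL4 reporter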
# KKLEB cytotox: cytotoxicity in KKLEB CF airway cells, primary screen, cytotoxicity control for CF NF-kB inhibitor project, cell-based, uHTS, fluorescence assay plates. activity change (cytotoxicity), % at 5 µM. KKLEB CF airway cells viability, ATPlite luminescence, overnight; hits give low values; cells stimulated with P. aeruginosa culture filtrate. actives 0.36% (n = 360,000). AID 602141, 2011;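 active = corrected activity change at or below -50% at 5 µM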
# NCOA2 inhibitor: inhibition of GAL4-SRC2 driven luciferase reporter, primary screen, SRC2 inhibitor project, cell-based, luminescence. AID 651957, 2012. Nuclear receptor coactivator 2 (Homo sapiens), Q15596. inhibition, % at 9 µM. actives 0.17% (n = 370,000). HEK293 GAL4-SRC2 luciferase reporter;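 active = inhibition above the mean inhibition of all tested compounds plus 3 SD, set per campaign, cut at about 52% in these data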;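 also: 0% = DMSO treated cells and 100% = cells given Gossypol at 36 µM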
# * marks the source's active call; other numbers are inactive results; · = no result given.
item | Molecule | NR5A2 inv ag | SRC1 inh | TWEAK-Fn14 inh | COUP-TFII inh | EBV LMP1 NFkB | CF NFkB inh
1 | C[C@H](CO)N1C[C@H](C)[C@@H](CN(C)C(=O)Nc2ccc3c(c2)OCO3)Oc2c(NS(=O)(=O)c3cn(C)cn3)cccc2C1=O | -19 | 3 | 4 | -8 | 0 | -6
2 | Cc1nn(C)c(Cl)c1C(=O)NCC(=O)NCc1ccccc1 | 1 | -69 | -17 | -2 | -3 | 17
3 | COc1cccc(C(NC(C)=O)c2nc(-c3cccnc3)cs2)c1 (configuration not stated) | -4 | 0 | -2 | -16 | · | 15
4 | C=CCNC(=S)Nc1ccc(N(C)C)cc1 | -75 | -73 | -8 | -42 | -1 | -4
5 | CCOc1ccc(NC(=O)c2ccc(NS(=O)(=O)c3cccs3)cc2)cc1 | -29 | 9 | 4 | 3 | -4 | 17
6 | Cc1nc(-c2cccc(NS(=O)(=O)c3cccc4ccccc34)c2)cs1 | -1 | -3 | 7 | -17 | -21 | 3
7 | O=C(CSCc1ccc(Br)cc1)Nc1ccc(S(=O)(=O)N2CCOCC2)cc1 | 6 | 5 | 12 | 3 | 0 | -13
8 | CC1(C)Cc2c(sc3c2C2=NCCN2C=N3)CO1 | -5 | 13 | 3 | 1 | -7 | 0
9 | O=S(=O)(C/C(=C/CO)S(=O)(=O)c1ccccc1)c1ccccc1 | -59 | -99 | 66* | 76* | 93* | 99*
10 | CCOc1ccc(CNC(=O)CCS(=O)(=O)c2ccc3c(c2)oc(=O)n3C)cc1 | -10 | 6 | 0 | 5 | -2 | -5
11 | O=C(NCC(c1cccnc1)N1CCOCC1)C1CCCCC1 (configuration not stated) | 8 | 4 | -18 | 13 | -10 | 11
12 | Cc1nc(CN2CCN(Cc3nc(C(c4ccccc4)c4ccccc4)no3)CC2)cs1 | -7 | 9 | -5 | 19 | -5 | -11

item | C8 TRAIL sens | TROY signal inh | SRC3 inh | KKLEB cytotox | NCOA2 inhibitor
1 | -5 | -10 | -2 | -8 | -19
2 | 2 | -19 | 2 | -9 | 14
3 | -15 | -11 | 8 | -1 | -13
4 | -16 | -15 | -47 | -2 | -9
5 | 13 | 1 | -23 | 6 | -20
6 | 3 | 34 | 13 | -2 | 2
7 | 12 | 13 | -6 | 5 | 5
8 | 6 | 13 | -4 | 0 | -2
9 | 8 | 33 | -39 | -26 | 72*
10 | 6 | -15 | -1 | 9 | -10
11 | 10 | -15 | -7 | -8 | 4
12 | -7 | 19 | 2 | 9 | 2

# More records follow:
item | Molecule | NR5A2 inv ag | SRC1 inh | TWEAK-Fn14 inh | COUP-TFII inh | EBV LMP1 NFkB | CF NFkB inh
13 | COc1ccc(C(=O)OCC(=O)Nc2c(C)cccc2C)cc1 | -12 | -31 | 8 | -6 | -8 | -2
14 | COc1ccc(C(=O)Oc2c(OC)cc(C(=S)N3CCOCC3)cc2OC)cc1 | 7 | -41 | -7 | -8 | 1 | 13
15 | O=C(Nc1ccc2c(c1)OCCO2)N1CCN(Cc2ccccc2)CC1 | -62 | -52 | -20 | -42 | -18 | -10
16 | COc1ccc(-c2nc3c4ccccc4ccn3c2Cc2ccsc2)cc1OC | -57 | -34 | -24 | -22 | · | -37
17 | O=C(Nc1ccc2c(c1)OCCO2)c1ccccc1 | -120 | -94 | 30 | · | 7 | -2
18 | CC1(C(=O)NCCCNc2ncc(C(F)(F)F)cc2Cl)C=CCN1C(=O)c1ccccc1 (configuration not stated) | -12 | -21 | -15 | -8 | -1 | 16
19 | Cc1ccc(Cn2ccc(=O)c(OCc3c(Cl)cccc3Cl)c2C)cc1 | -5 | -5 | 50 | 29 | -7 | 6
20 | COc1ccc(S(=O)(=O)N2CCN(C(=O)CCSc3ccccc3)CC2)cc1 | -4 | -8 | 5 | -17 | -6 | -11
21 | CCOCc1cn(CC(=O)c2ccc([N+](=O)[O-])cc2)c(C)nc1=N | 15 | -11 | -1 | 8 | -16 | -6
22 | Cc1ccc(NC(=O)COC(=O)CNC(=O)c2cccc([N+](=O)[O-])c2)cc1S(=O)(=O)N1CCCCCC1 | -3 | 5 | -11 | 15 | -2 | 17
23 | N#C/C(=C\c1ccc2c(c1)OCCO2)C(=O)Nc1ccc(C(=O)O)cc1 | -16 | -37 | 48 | -11 | -25 | 11
24 | CN(CC1COc2ccccc2O1)C(=O)c1cccc(S(=O)(=O)N2CCCC2)c1 (configuration not stated) | 9 | -2 | -5 | 9 | 2 | -8

item | C8 TRAIL sens | TROY signal inh | SRC3 inh | KKLEB cytotox | NCOA2 inhibitor
13 | 1 | -8 | 6 | 5 | 8
14 | 1 | 14 | -16 | -6 | -14
15 | -1 | -53 | -28 | -4 | -16
16 | -1 | -33 | -86 | -9 | -37
17 | 51* | -30 | -92 | -3 | ·
18 | 19 | -40 | -15 | -9 | 10
19 | 20 | 17 | 25 | -10 | 47
20 | 10 | -16 | -5 | -2 | -3
21 | 14 | 6 | 9 | 0 | -7
22 | -2 | 22 | 20 | -12 | -3
23 | -4 | -16 | -53 | -2 | -17
24 | 2 | -2 | 12 | 8 | -17

# (listing goes on)
item | Molecule | NR5A2 inv ag | SRC1 inh | TWEAK-Fn14 inh | COUP-TFII inh | EBV LMP1 NFkB | CF NFkB inh
25 | CC(C)(C)OC(=O)N1CCC[C@H]1C(=O)N1CCC[C@H]1C(=O)NCc1ccc(F)cc1F | 15 | · | -4 | 0 | · | ·
26 | COCCCn1c(=O)c2sccc2n(Cc2cc(C(=O)OC)ccc2OC)c1=O | 1 | 18 | -17 | -12 | -5 | -4
27 | COc1ccc(Cl)cc1NC(=O)Nc1ccccc1SC | -3 | 3 | -11 | 14 | -4 | -22
28 | O=C(c1ccc2c(c1)N(Cc1ccccc1F)C(=O)c1ccccc1S2(=O)=O)N1CCCC1 | -22 | 1 | 2 | 0 | 9 | 8
29 | Cn1cc(CN2CCC(C(O)c3cccs3)CC2)c(-c2ccccc2F)n1 (configuration not stated) | -1 | -26 | 12 | -15 | -9 | 11
30 | Cc1c(NC(=O)C(C)SC(=S)N2CCCC2)c(=O)n(-c2ccccc2)n1C (configuration not stated) | -10 | -4 | 2 | -11 | -7 | 7
31 | CCOc1cccc(CNc2nnnn2C)c1 | 1 | -2 | -15 | -4 | 79* | 2
32 | Cc1nc(Nc2ccc(C(=O)O)cc2)sc1-c1ccccc1 | -125 | -73 | 93* | -46 | -40 | 25
33 | CC(=O)NC(c1ccco1)c1cc(Cl)c2cccnc2c1O (configuration not stated) | 6 | 13 | 24 | 17 | · | 7
34 | O=C(COC(=O)c1ccc(C(F)(F)F)cc1)Nc1cccc(S(=O)(=O)NC2=NCCCCC2)c1 | 1 | -4 | 8 | 3 | -11 | -14
35 | Cc1cc(C)c(C#N)c(SCc2ccccc2F)n1 | 5 | -26 | 3 | -8 | -12 | 6
36 | COc1ccc(N2CCN(C(=O)CN3C(=O)NC(c4ccc(OC)cc4)(c4ccc(OC)cc4)C3=O)CC2)cc1 | 25 | 5 | 25 | 10 | 11 | 16

item | C8 TRAIL sens | TROY signal inh | SRC3 inh | KKLEB cytotox | NCOA2 inhibitor
25 | 6 | 8 | · | · | -6
26 | 4 | 2 | -3 | 6 | -10
27 | -3 | -6 | 3 | 6 | 11
28 | 5 | -6 | 9 | -3 | -13
29 | -4 | -5 | 14 | 6 | -6
30 | -2 | 9 | 0 | 20 | -6
31 | -1 | 5 | -3 | 3 | 2
32 | 15 | 56* | -50 | 6 | -37
33 | 12 | -3 | 8 | 13 | -13
34 | -9 | 10 | 17 | 1 | 5
35 | 2 | -21 | -12 | -1 | 18
36 | 12 | 5 | 29 | -1 | 13

# New compounds follow:
item | Molecule | NR5A2 inv ag | SRC1 inh | TWEAK-Fn14 inh | COUP-TFII inh | EBV LMP1 NFkB | CF NFkB inh
37 | COc1cc(/C=N/NC(=O)C(=O)Nc2ccccn2)ccc1O | 2 | -23 | -10 | -6 | 1 | 3
38 | COc1ccccc1CNC(=O)c1cc(-c2ccc(F)cc2C)n[nH]1 | -37 | -2 | 16 | 1 | · | -7
39 | CCC(C)(C)NC(=O)C(C)OC(=O)c1nsc(Cl)c1Cl (configuration not stated) | 12 | 12 | 10 | -9 | 5 | -10
40 | O=C(C1CCCN(S(=O)(=O)c2cnc[nH]2)C1)N(CCc1ccccc1)Cc1ccccc1 (configuration not stated) | 5 | -2 | -21 | 4 | -1 | -10
41 | CCOc1ccc(S(=O)(=O)N2CCN(S(=O)(=O)c3ccc(C(C)=O)cc3)CC2)cc1 | -6 | -2 | 2 | -3 | -3 | -1
42 | COc1ccc2oc(C(=O)NCc3cc(OC)c(OC)cc3OC)c(C)c2c1 | 0 | -5 | 10 | 24 | 9 | 6
43 | O=C(O)c1cnn2c(-c3ccc(F)cc3)ccnc12 | -3 | 3 | -16 | 7 | -7 | 12
44 | CCOC(=O)c1cc(-c2ccccc2)sc1NC(=S)Nc1cccc(C)n1 | 8 | -18 | -3 | 3 | -4 | -4
45 | COc1cc(-c2cc3nc(NCc4ccco4)ccn3n2)cc(OC)c1OC | 35 | 22 | 18 | -49 | · | -37
46 | CNc1nc(SCc2ccccc2Cl)nc2c1CCCC2 | -1 | 6 | -6 | -5 | -3 | 15
47 | CSCCC(NC(=O)COc1ccccc1)C(=O)N1CCC(C(N)=O)CC1 (configuration not stated) | 17 | 6 | 1 | 1 | -8 | 21
48 | COc1ccc(S(=O)(=O)N(C)c2ccc(OC(=O)C(C)Oc3ccc(F)cc3)cc2)cc1 (configuration not stated) | 0 | -9 | -12 | 0 | 1 | 9
49 | O=C(c1[nH]ncc1[N+](=O)[O-])N1CCOCC1 | -7 | 5 | -6 | -9 | -1 | 2
50 | COc1ccc(C(=O)NC2CCN(C(=S)NCc3ccco3)CC2)cc1 | 10 | -6 | 10 | 27 | -9 | -18

item | C8 TRAIL sens | TROY signal inh | SRC3 inh | KKLEB cytotox | NCOA2 inhibitor
37 | 0 | -13 | 12 | 3 | -11
38 | -4 | -23 | -13 | -9 | -14
39 | 7 | -4 | -6 | 7 | 7
40 | -7 | 3 | 18 | 4 | -10
41 | -3 | 3 | 13 | -18 | 19
42 | 22 | 30 | -37 | -2 | 9
43 | 8 | -17 | 8 | 5 | 19
44 | 0 | -5 | 1 | -17 | -4
45 | -1 | -5 | 32 | -6 | -43
46 | 14 | 12 | 14 | -10 | -16
47 | 1 | -6 | 22 | 8 | 11
48 | -10 | -1 | -4 | -5 | 25
49 | 10 | -13 | 17 | -19 | -9
50 | -11 | 0 | 11 | 1 | 26

# Screening data (PubChem)
